14-3-3g Raf – modulators of 14-3-3 gamma protein binding, primary screen, biochemical, fluorescence polarization | FP, 14-3-3gamma / TMR-pS259-Raf peptide binding | inhibition, % at 40 µM | 160,000 tested, 0.19% active; in the data active = inhibition above about 30%;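 note: 0% = protein plus tracer without compound and 100% = blank with tracer alone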
Target sequence (P61981 whole entry, looked up): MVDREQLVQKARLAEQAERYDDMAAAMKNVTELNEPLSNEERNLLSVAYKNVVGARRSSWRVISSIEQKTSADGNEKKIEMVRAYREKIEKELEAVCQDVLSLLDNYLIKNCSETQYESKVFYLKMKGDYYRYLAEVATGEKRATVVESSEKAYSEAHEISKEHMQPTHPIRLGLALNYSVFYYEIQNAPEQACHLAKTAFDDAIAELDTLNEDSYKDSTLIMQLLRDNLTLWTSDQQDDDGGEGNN
Numbers without * were called inactive; & = joins results of further samples.

A first look, 5 compounds:
SMILES | 14-3-3g Raf
O=C(Nc1ccc(Br)cc1)c1ccc(-c2ccccc2)cc1 | -7.7
O=S1(=O)c2cccc3cccc(c23)N1Cc1cccc(Br)c1 | -13.0
Cc1ccc([N+](=O)[O-])cc1N=Cc1c[nH]c2ccccc12 | -9.3
O=C(NCCc1c[nH]c2ccccc12)C1Cc2ccccc2CN1C(=O)c1ccco1 (centres undefined) | 4.1
CCC(C)(C)NC(=O)CN(C(=O)CNS(=O)(=O)c1ccc(C)cc1)c1ccc2c(c1)OCCO2 | -6.6

The whole of this part, from the start:
SMILES | 14-3-3g Raf
O=C(Nc1ccc(Br)cc1)c1ccc(-c2ccccc2)cc1 | -7.7
O=S1(=O)c2cccc3cccc(c23)N1Cc1cccc(Br)c1 | -13.0
Cc1ccc([N+](=O)[O-])cc1N=Cc1c[nH]c2ccccc12 | -9.3
O=C(NCCc1c[nH]c2ccccc12)C1Cc2ccccc2CN1C(=O)c1ccco1 (centres undefined) | 4.1
CCC(C)(C)NC(=O)CN(C(=O)CNS(=O)(=O)c1ccc(C)cc1)c1ccc2c(c1)OCCO2 | -6.6
C=CCn1c(O)c(CN2CCN(Cc3ccccc3)CC2)c(C)c(C#N)c1=O | -17.3
Cn1c(=O)c2c(nc(N3CCN(Cc4ccccc4)CC3)n2CCSc2ncccn2)n(C)c1=O | -4.3
Oc1ccc(N=Cc2ccc(OCc3ccccc3)cc2)cc1 | 35.1*
Cc1ccc(-n2c(N)c(C(=O)Nc3ccccc3)sc2=S)c(C)c1 | 2.2
CN(C)CCCNc1c2c(c(C#N)c3nc4ccccc4n13)CCC2 | -13.7
FC(F)(F)c1ccccc1CN1CCN(C2C3CC4CC(C3)CC2C4)CC1 (centres undefined) | -8.3
COc1ccc(S(=O)(=O)NC(CC(=O)O)C(C)C)cc1 (centres undefined) | 0.0
Cc1ccc2c(c1)C(=O)C(=O)N2 | -2.3
O=C(c1ccccc1)c1ccc(C(=O)O)c(C(=O)O)c1 | -10.2
Oc1ccc(C2(c3ccc(Br)cc3)CCCCC2)cc1 | -4.3
N#Cc1cn(CC(=O)N2CCc3ccccc3C2)c2ccccc12 | -20.2
COC(=O)c1ccc(-c2csc(NC(=O)c3cc(=O)c4ccccc4o3)n2)cc1 | -29.0
O=C(CN1CCN(S(=O)(=O)c2ccc(Cl)cc2)CC1)Nc1ccccc1C(F)(F)F | -1.8
CC(=O)c1ccc2ccccc2c1OC(=O)c1ccc(Br)o1 | -8.2
CCn1cc(C(=O)NCc2ccco2)c(=O)c2cc(S(=O)(=O)N3CC(C)CC(C)C3)ccc21 (centres undefined) | -6.6
O=C1NC2NC(=S)NC2N1CCO (centres undefined) | 0.5
Cc1ccc(NC(=O)C(C)N2C(=O)c3ccccc3C2=O)cc1 (centres undefined) | 3.0&6.0
CSc1nnc2n(CCc3ccccc3)c(=O)c3c4c(sc3n12)CCCC4 | -13.4
NC(=O)CN(c1ccccc1)C1SC(=O)N(Cc2ccccc2)C1=O (centres undefined) | -0.6
Cc1csc(=N)n1CC(=O)N1CCc2ccccc21 | -1.5
Carrying on.
SMILES | 14-3-3g Raf
COc1ccccc1N(CC(=O)NCc1ccc(Cl)cc1)S(=O)(=O)c1ccc(C)cc1 | -11.1
COc1ccc(-n2c(=O)c3c(C)c(C)sc3n(Cc3cc(=O)n4ccccc4n3)c2=O)c(OC)c1 | -12.3
CC(=O)Oc1cc2c(C(=O)NCCCN3CCOCC3)c(C)oc2c2ccccc12 | -1.2
Cc1ccc(C2=NN3C(C2)c2ccccc2OC32CCCCC2)o1 (centres undefined) | -137.9
COc1ccc(CNCCC2(c3ccc(OC)cc3)CCOC(C)(C)C2)cc1 (centres undefined) | -4.6
O=C1CC(N2CCN(c3ccccc3F)CC2)C(=O)N1c1ccc(OC(F)(F)Cl)cc1 (centres undefined) | -20.1
CCc1ccc(NC(=O)C2c3cc(OC)c(OC)cc3C(=O)N(C)C2c2ccc(OC)c(OC)c2)cc1 (centres undefined) | -6.5
CCc1nc(SCC(=O)Nc2ccc(Br)cc2)c(C#N)c2c1CCCC2 | 4.5
CCc1cccc(Nc2cc(C)nc3ncnn23)c1 | -8.8
Oc1ccccc1-c1nc2ccccc2nc1-c1ccccc1 | -6.6
O=C(O)CCC(=O)Nc1ccc(S(=O)(=O)Nc2nccs2)cc1 | 2.6&1.2
CC(C)Cn1cc(C(=O)NCc2ccccn2)c2c3ccccc3n(C)c2c1=O | -7.0
COc1ccc(C2C(C(=O)OC3CCCCC3)=C(C)NC3=C2C(=O)CCC3)c(OC)c1OC (centres undefined) | 1.8
N#Cc1ccc(NC(=O)C2CC(c3ccc(F)cc3)=NO2)cc1 (centres undefined) | -2.0
O=C(NC1CCN(C(=O)N2CCOCC2)CC1)c1ccccc1 | -0.5
CCc1ccccc1NC(=O)C1CCN(S(=O)(=O)c2ccc(OC)c(OC)c2)CC1 | 0.0
Cn1c(=O)[nH]c(=O)c2c1nc(NCCc1ccccc1)n2Cc1ccccc1Cl | -6.6
COc1ccccc1N1CCSC1C(N)=O (centres undefined) | -12.3&-1.1
CCOc1ccc(C=Nc2sc3c(c2C#N)CCCC3)cc1 | -8.6
CC(C)C(=O)N1CCN(c2ccccc2N)CC1 | -1.8
CC1CCN(S(=O)(=O)c2ccc3c(c2)N(CC(=O)NCCN2CCCC2)C(=O)CS3)CC1 | -13.0
COc1ccc(C(=O)COC(=O)c2ccc(N3C(=O)C4C5C=CC(C6CC56)C4C3=O)cc2)cc1 (centres undefined) | -166.2
COc1ccc(NC(=O)NC2(C(=O)N3CCCCCC3)CCCCC2)cc1 | 3.8
COC(=O)c1c(NS(=O)(=O)c2cccs2)sc2c1CCCC2 | -3.9
CCCCN1c2ccccc2N(CCCO)c2cc(C)nnc21 | -8.4

Exported tab-delimited: five of the compounds above.
canonical_smiles	14-3-3g Raf
CCC(C)(C)NC(=O)CN(C(=O)CNS(=O)(=O)c1ccc(C)cc1)c1ccc2c(c1)OCCO2	-6.6
CCOc1ccc(C=Nc2sc3c(c2C#N)CCCC3)cc1	-8.6
O=C(CN1CCN(S(=O)(=O)c2ccc(Cl)cc2)CC1)Nc1ccccc1C(F)(F)F	-1.8
Oc1ccc(C2(c3ccc(Br)cc3)CCCCC2)cc1	-4.3
NC(=O)CN(c1ccccc1)C1SC(=O)N(Cc2ccccc2)C1=O (centres undefined)	-0.6

More compounds.
SMILES | 14-3-3g Raf
Cc1c(NC(C)c2cc(Cl)ccc2O)c(=O)n(-c2ccccc2)n1C (centres undefined) | -7.3
CCN1CCN(C(=O)c2c[nH]n3c(=O)c(Cc4cccc(C)c4)c(C)nc23)CC1 | -16.5
Cc1cc(C)nc(NS(=O)(=O)c2ccc(Nc3nc(-c4ccc(C(C)C)cc4)cs3)cc2)n1 | 1.9
COc1cc(C2NC(=O)NC(O)(C(F)(F)F)C2C(C)=O)ccc1OCc1ccc(Cl)cc1 (centres undefined) | -3.7
CCOc1ccc(OCC)c(S(=O)(=O)N2CCCCC2)c1 | -2.5
CC12C=CC(O1)C1C(=O)N(c3cccc4ccccc34)C(=O)C12 (centres undefined) | -9.4
COc1ccc(NC(=O)CCN2CCCC2)cc1 | 6.5
CCOC(=O)Cn1c(-c2ccc(S(=O)(=O)N3CCOCC3)cc2)csc1=Nc1cccc(C(F)(F)F)c1 | -6.5
CC(=O)OCc1cnc(C)c2oc(=Nc3ccccc3)c(C(=O)Nc3cccc(F)c3)cc12 | -0.8
Cc1ccc(S(=O)(=O)Nc2nc3ccc(NC(=O)c4ccc(N)cc4)cc3s2)cc1 | -9.5
COCCSc1nnc(NC(=O)CSc2ccccc2)s1 | 2.5
C[C@@H](NCCc1ccc(O)cc1)[C@@H](O)c1ccc(O)cc1 | 1.8
CN(C)CCN1C(=O)C2C(c3ccccc3)C=CC(c3ccccc3)C2C1=O (centres undefined) | 6.9
Cc1nc(-c2cc3cc([N+](=O)[O-])ccc3oc2=O)cs1 | -19.5
CC(=O)N/C(=N/c1nc(C)cc(C)n1)Nc1ccc(NC(C)=O)cc1 | -12.7
CCOC(=O)C1CCN(C(c2cc3ccc(C)c(C)c3[nH]c2=O)c2nnnn2C2CCCCC2)CC1 (centres undefined) | -7.8
Cc1cc(C)c(C#N)c(SCCSc2nc(C)cc(C)c2C#N)n1 | -3.3
CC(=O)C1C(c2cc([N+](=O)[O-])ccc2O)NC(=O)NC1(O)C(F)(F)F (centres undefined) | -93.4
O=C(CCCn1c(=S)[nH]c2cc3c(cc2c1=O)OCO3)NCc1ccccn1 | -3.2
CS(=O)(=O)N(CC(=O)N1CCN(c2ccccc2F)CC1)c1ccc2c(c1)OCCO2 | 4.3
O=C(O)CNc1nc(F)cc(=O)[nH]1 | 0.1
COc1ccc(C2/C(=C(\O)c3ccccc3)C(=O)C(=O)N2CC(C)O)cc1OC (centres undefined) | -8.2
CN(C)S(=O)(=O)c1ccc2c(c1)C(CC(=O)O)OC2=O (centres undefined) | -7.4
O=C1OC(c2ccc(F)cc2)c2ccccc21 (centres undefined) | 2.3
COc1ccc(C(c2sc3nc(C)nn3c2O)N2CCC(O)CC2)cc1OC (centres undefined) | -7.5
(list continues)
SMILES | 14-3-3g Raf
CC(C)C1Nc2ccc(S(N)(=O)=O)cc2C2C=CCC21 (centres undefined) | -126.8
CCOC(=O)c1c(NC(C)=O)sc2c(OC(C)=O)c(Br)ccc12 | 2.5
CCCOc1ccc(OC(=O)c2ccncc2)cc1 | 2.7
CC(C)(O)c1cn(-c2nonc2N)nn1 | 3.5
Cc1ccc(Cn2nnc3c(=O)n(CC(=O)N4CCCc5ccccc54)cnc32)cc1 | 3.7
CC(C)Sc1nc2sc3c(c2c2nnc(SCC(=O)NCc4ccco4)n12)CCCC3 | 0.7
O=C(O)c1cccc(NC2=CC(=NS(=O)(=O)c3ccc(F)cc3)c3ccccc3C2=O)c1 | -45.1
CCOc1ccc(-n2nc3ccc(NC(=O)c4cc([N+](=O)[O-])ccc4Cl)cc3n2)cc1 | -5.5
CCOC(=O)Cc1cc(-c2ccccc2)nc2ccc3ccccc3c12 | -26.9
N#Cc1ccc(-n2nc(-c3ccccc3)c3ccccc3c2=O)cc1C#N | -5.2
COc1cccc(OCC(=O)Nc2c(C(=O)Nc3ccc(OC)cc3OC)oc3ccccc23)c1 | -8.7
CCn1cc(C(=O)Nc2cc(C)on2)c2cc(OC)c(OC)cc2c1=O | -4.5
COc1ccccc1-c1cc(C(=O)Nc2cc(C(F)(F)F)ccc2Cl)no1 | -6.7
CCCc1nnc(NC(=O)Nc2ccc(OC)cc2)s1 | -8.7
COc1cc(NC(=O)c2ccc(NS(=O)(=O)c3c(C)noc3C)cc2)cc(OC)c1 | 0.0
CCOc1ccccc1NC(=O)c1cc(S(=O)(=O)N2CCC3(CC2)OCCO3)ccc1F | 3.8
NC(=O)c1cc(-c2ccsc2)no1 | -1.0
COc1ccc(NC(=O)C2=C(C)NC3=C(C(=O)CC(c4ccc(OC)c(OC)c4)C3)C2c2ccc(C(C)C)cc2)cc1 (centres undefined) | -0.9
CN(Cc1ccccc1)C(=O)c1ccc(N(Cc2ccccc2)S(C)(=O)=O)cc1 | 0.3
COc1ccc(CCN2C(=O)CC(C(=O)Nc3cccc(Cl)c3)SC2=Nc2ccc(F)cc2)cc1OC (centres undefined) | -5.0
O=C(Oc1cccc(C(=S)N2CCOCC2)c1)c1ccccc1 | -0.4
Cn1c(=O)oc2cc(S(=O)(=O)Nc3ccc(Cl)cc3F)ccc21 | -4.1
O=C1CCC([N+](=O)[O-])C(c2ccc(OCc3ccccc3)cc2)N1 (centres undefined) | -16.7
O=C1c2ccccc2C(=O)N1CCc1nc2ccccc2c(=O)n1Cc1ccco1 | -21.0
CCOC(=O)C1CCCN(S(=O)(=O)c2ccc(C)cc2)C1 (centres undefined) | -3.2

A run of entries of the results above, as a working copy:
SMILES | 14-3-3g Raf
O=C(Nc1ccc(Br)cc1)c1ccc(-c2ccccc2)cc1 | -7.7
O=S1(=O)c2cccc3cccc(c23)N1Cc1cccc(Br)c1 | -13.0

The results go on.
SMILES | 14-3-3g Raf
CC1CCN(c2nc(-c3ccccc3F)nc3ccccc23)CC1 | -3.1
CCN(CC)c1ccc(C2C(C(=O)Nc3ccccn3)=C(C)NC3=C2C(=O)CCC3)cc1 (centres undefined) | -14.6
O=C(Cc1ccccc1)N1CCN(S(=O)(=O)c2ccc(Cl)cc2)CC1 | -5.8
Cc1ccc(-n2nnnc2SCC(=O)Nc2cccc(NC(=O)c3ccco3)c2)cc1C | -3.8
COc1ccc(-n2c(C)cc(=O)c3c2CC(C)(C)CC3=O)cc1 | -6.3
Cc1ccc(NC(=O)C2C3C=CC4(O3)C2C(=O)N(C2CCCCC2C)C4C(=O)NC2CCCCC2)cc1 (centres undefined) | -0.8
C=CCOC(=O)C1=C(C)N=C2SC(CC)C(=O)N2C1c1ccc(OC)c(OC)c1 (centres undefined) | -7.8
O=C(CCN1C(=O)c2cccc([N+](=O)[O-])c2C1=O)Nc1ccc(OCc2ccccc2)cc1 | 1.8
C=CCc1c(C)nc(SCC(C)C)[nH]c1=O | -4.6
Cn1c(C(=O)N2CCN(C(=O)c3ccco3)CC2)cc2c(=O)n(C)c3ccccc3c21 | 1.6
CC1(C)C(=O)C2(CCCCC2)C(=O)OC1c1ccc(Br)o1 (centres undefined) | 3.2
COC(=O)Cn1c(CN(Cc2ccccc2)Cc2ccccc2)nc2c1c(=O)[nH]c(=O)n2C | -6.2
CC1CC(C)CN(C(=O)c2cn(C3CCCC3)c(=O)c3c2c2ccccc2n3C)C1 (centres undefined) | 1.5
O=C1CCCCCN1CSc1nc2ccccc2s1 | -5.5
Cn1nnnc1SCc1nnc(-c2ccc(Cl)cc2)o1 | -4.9
CCOC(=O)C1CCCN(S(=O)(=O)c2cc(OCC(N)=O)c(C)cc2Cl)C1 (centres undefined) | 1.2
O=C(NCCCN1CCOCC1)c1ccncc1 | 5.4
CC1CN(Cc2nc3c(c(=O)n(C)c(=O)n3C)n2CC(O)CO)CC(C)O1 (centres undefined) | -1.6
CC(C)(C)C(=O)C1C(c2cccnc2)C(C#N)(C#N)C2C=Cc3ccccc3N12 (centres undefined) | -162.8
CCOC(=O)c1cnc2c(C)cc(C)cc2c1Nc1ccc(O)cc1 | -10.4
Cc1cccc(NC(=O)CN(C)S(=O)(=O)c2cccs2)c1C | -11.7
CCOC(=O)Cc1csc(-n2sc3ccccc3c2=O)n1 | -26.5
CCN(CC(=O)Nc1ccc(OC)c(OC)c1)S(=O)(=O)c1ccc(C)cc1 | -0.4
O=C1Nc2ccccc2C12NN=C(c1ccccc1O)S2 (centres undefined) | -1.8

From PubChem BioAssay

An excerpt. The share of hits here may be higher or lower than overall.
